Assay outcomes (PubChem BioAssay)
proCasp7 act: activates human procaspase-7, counter-screen for procaspase-3 activators. P55210. recombinant procaspase-7, Ac-DEVD-pNA absorbance 405 nm; D23A/D198A/D206A triple mutant, cannot self-cleave; scale: DMSO 0, 5 µM enzyme 100. activation, % at 8.5 µM. 330,000 compounds, 0.093% hits;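 active = percent activation above the screen-wide mean plus 3 SD, cut at about 25% in these data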
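System: Procaspase-7 triple mutant (PC-7 D3A); measure: % activation from two-timepoint absorbance difference, scaled to controls; times: 1 h compound preincubation, 2 h substrate cleavage, 25 °C; also added: Ac-DEVD-pNA substrate, 400 µM as added; measured by: Epi-absorbance of released pNA at 405 nm, two timepoints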
AHR act: activates the human aryl hydrocarbon receptor; activation, % at 5 µM; 320,000 compounds, 2.5% hits; AHR-responsive luciferase reporter cells, luminescence; P35869; in the data active = activation above about 47%;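 note: 0% = vehicle wells and 100% = reference agonist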
Target sequence (P35869 whole entry, looked up): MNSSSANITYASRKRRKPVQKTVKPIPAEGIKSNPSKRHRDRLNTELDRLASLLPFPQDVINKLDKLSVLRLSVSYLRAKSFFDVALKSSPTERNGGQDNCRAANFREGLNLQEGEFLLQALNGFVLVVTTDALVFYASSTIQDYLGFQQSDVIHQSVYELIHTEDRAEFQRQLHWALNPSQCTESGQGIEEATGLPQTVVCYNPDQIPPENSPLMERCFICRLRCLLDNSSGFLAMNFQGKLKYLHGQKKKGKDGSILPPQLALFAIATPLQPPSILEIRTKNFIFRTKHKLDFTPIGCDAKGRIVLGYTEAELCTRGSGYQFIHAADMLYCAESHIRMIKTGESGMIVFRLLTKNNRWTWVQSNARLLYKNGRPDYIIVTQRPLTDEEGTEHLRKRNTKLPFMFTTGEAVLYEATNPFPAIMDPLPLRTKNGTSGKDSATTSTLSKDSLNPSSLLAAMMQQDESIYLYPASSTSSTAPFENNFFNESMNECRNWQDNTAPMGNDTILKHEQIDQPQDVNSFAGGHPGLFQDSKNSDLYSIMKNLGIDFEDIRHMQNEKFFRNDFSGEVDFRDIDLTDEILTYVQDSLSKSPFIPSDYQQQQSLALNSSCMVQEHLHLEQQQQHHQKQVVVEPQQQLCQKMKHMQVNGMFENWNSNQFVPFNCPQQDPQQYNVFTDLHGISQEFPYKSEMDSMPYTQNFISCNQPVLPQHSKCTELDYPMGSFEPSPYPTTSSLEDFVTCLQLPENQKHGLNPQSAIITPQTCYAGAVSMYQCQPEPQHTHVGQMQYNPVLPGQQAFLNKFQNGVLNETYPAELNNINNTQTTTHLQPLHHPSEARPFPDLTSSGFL
MEP2 TOR yeast: alters MEP2-GFP fluorescence in TOR pathway yeast screen. S. cerevisiae MEP2-GFP strain, flow cytometry GFP, 3 h; 100% = DMSO control level. GFP response vs DMSO, % at 10 µM. 330,000 compounds, 0.51% hits. AID 2016;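 active = GFP response versus DMSO above a set limit, roughly screen mean plus 3 SD, cut at about 180% in these data; inconclusive = fewer than 70 cells counted for a yeast strain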;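 note: median GFP fluorescence of the barcode-gated MEP2-GFP cells per well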
RPL19A-GFP yeast: alters RPL19A-GFP fluorescence in TOR pathway yeast screen; S. cerevisiae RPL19A-GFP strain, flow cytometry, 3 h; active compounds read low; percent response vs DMSO, % at 10 µM; 330,000 compounds, 0.3% hits;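 active = percent response vs DMSO below 50%; inconclusive = fewer than 70 events counted for the yeast strain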;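 note: median channel GFP fluorescence of the barcoded RPL19A-GFP strain; ratio of sample median GFP to plate DMSO average so 100% = DMSO; lower means less RPL19A-GFP as with rapamycin TOR inhibition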
CIT2-GFP yeast: yeast TOR pathway CIT2-GFP modulation; GFP response vs DMSO, % at 10 µM; S. cerevisiae CIT2-GFP strain, flow cytometry, 3 h; 100 means same as DMSO wells; 320,000 compounds, 0.065% hits;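 active = GFP response relative to DMSO above a set limit, near the screen mean plus 3 SD, cut at about 150% in these data; inconclusive = Fewer than 70 cells measured for a yeast strain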;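 note: ratio of well median GFP fluorescence to mean of DMSO wells on the plate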
LAP4-GFP MLPCN: yeast TOR pathway LAP4-GFP modulation. S. cerevisiae LAP4-GFP multiplex, flow cytometry GFP, 3 h; median GFP as percent of DMSO wells. GFP response vs DMSO, % at 10 µM. 320,000 compounds, 0.34% hits;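 active = GFP response vs DMSO above a set limit, about the screen mean plus 3 SD, cut at about 150% in these data; inconclusive = under 70 cell events counted for the yeast strain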
procasp3 activ: activates human procaspase-3; P42574; recombinant procaspase-3 D3A, Ac-DEVD-pNA absorbance 405 nm; activation, % at 8.5 µM; 330,000 compounds, 0.11% hits; AID 463141;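 active = activation above the mean of all tested compounds plus 3 SD, cut at about 21% in these data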;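 note: 0% = DMSO alone and 100% = DMSO wells spiked with extra 5 µM PC-3 D3A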
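Assay system – Procaspase-3 D3A mutant, all three cleavage aspartates alanine · Controls – DMSO-only low control, 5 µM PC-3 D3A high control · Schedule – 1 h compound preincubation, 2 h substrate hydrolysis at 25 °C · Signal – 405 nm absorbance of p-nitroaniline, reads at 0 and 120 min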
AGP1-GFP MLPCN: modulators of TOR pathway AGP1-GFP in S. cerevisiae | S. cerevisiae AGP1-GFP multiplex flow cytometry, 3 h; GFP as percent of DMSO wells | 320,000 compounds, 0.02% hits | GFP response vs DMSO, % at 10 µM;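 active = GFP response relative to DMSO above a set limit, near screen average plus 3 SD, cut at about 150% in these data; inconclusive = fewer than 70 cells counted for the yeast strain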;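 note: median GFP channel fluorescence of the gated AGP1 strain per well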
An asterisk follows results filed as active; ? = inconclusive; . = no result given; [ ] = another dose, or the depositor's remark.

Start of the data: the first 2 entries, to show the layout:
compound,proCasp7 act,AHR act,MEP2 TOR yeast,RPL19A-GFP yeast,CIT2-GFP yeast,LAP4-GFP MLPCN,procasp3 activ,AGP1-GFP MLPCN
COC(=O)c1ccccc1S(=O)(=O)N1CCC(c2nc3ccccc3o2)CC1,1,0,108,99,107,109,2,108
CCN(CCCNC(=O)CNC(=O)c1nn(-c2ccc(OC)cc2OC)c(=O)c2ccccc12)c1cccc(C)c1,5,1,104,110,110,99,-1,99

This part in full (from the top)
compound,proCasp7 act,AHR act,MEP2 TOR yeast,RPL19A-GFP yeast,CIT2-GFP yeast,LAP4-GFP MLPCN,procasp3 activ,AGP1-GFP MLPCN
COC(=O)c1ccccc1S(=O)(=O)N1CCC(c2nc3ccccc3o2)CC1,1,0,108,99,107,109,2,108
CCN(CCCNC(=O)CNC(=O)c1nn(-c2ccc(OC)cc2OC)c(=O)c2ccccc12)c1cccc(C)c1,5,1,104,110,110,99,-1,99
CN(Cc1nc(-c2ccncc2)no1)S(=O)(=O)c1ccc(Br)cc1,3,4,106,94,112,101,2,100
O=c1cc(N2CCN(c3ccccc3)CC2)[nH]c(=O)n1-c1ccccc1,-2,3,112,111,110,95,2,105
C=CCn1c(=O)c(C(=O)Nc2ccc(C)cc2)c(O)c2ccccc21,-10,11,100,100,102,82,0,91
O=[N+]([O-])c1ccc2nc(-c3ccccc3)n(OCc3ccc(Cl)cc3)c2c1,6,38,106,101,84,111,-6,97
Cc1cc(C2=NNC(=NC3CC3)SC2)c(C)n1Cc1ccco1,-15,-4,95,94,93,92,-4,94
Cc1ccc2c(c1)N(CC(=O)N1CCCCC1)C(=O)C(C)O2 (stereo unspecified),2,-1,99,97,103,95,1,107
N#CCCS(=O)(=O)c1ccc(N)cc1,-16,-1,109,106,119,104,-3,101
N#CC1=C(N)OC2=C(C(=O)CCC2)C1c1ccoc1 (stereo unspecified),9,-1,97,97,99,99,-3,102
CCOC(=O)c1ccccc1OCc1cc(/C=N/NC(=O)c2ccncc2)ccc1OC,8,-1,108,100,110,127,-2,130
CCOC(=O)[C@@H]1[C@H]2COc3ccc(Br)cc3[C@@H]2N2C(=O)N(c3ccc(F)cc3)C(=O)[C@]12C,5,-1,94,95,75,111,4,86
Cc1ccc(NC(=O)CN2C(=O)CSC2=O)cc1,1,-1,91,91,88,86,7,91
CN(C)c1cccc2c1c(NC(=O)c1ccc(Cl)cc1)nn2C,-4,28,96,96,.,.,-9,.
COc1ccc(NC(=O)CC2SC(=NCc3ccccc3OC)NC2=O)cc1 (stereo unspecified),4,4,103,101,102,97,-7,107
O=C(Nc1cccc(C(F)(F)F)c1)Nn1cnnc1,.,.,111,119,91,78,.,86
O=C(CSc1nc(-c2ccccc2)cs1)Nc1ccccc1[N+](=O)[O-],-1,14,106,101,92,90,0,89
O=C(CC1SC(=Nc2cccc3ccccc23)N(Cc2ccccn2)C1=O)Nc1ccccc1Br (stereo unspecified),5,28,100,97,103,92,-2,95
CC(C)(C)c1nc2c(s1)CCc1onc(-c3ccc(Br)cc3)c1-2,5,4,89,86,91,82,11,82
Clc1cccc(-c2nc(NCCCN3CCOCC3)c3ccccc3n2)c1,13,14,108,92,98,102,4,100
CC(C)OCCCn1c(-c2ccc(Br)cc2)c[nH]c1=S,-18,10,101,105,101,101,-4,104
O=c1[nH]c2ccccc2nc1C(Nc1ccccc1)c1ccccc1 (stereo unspecified),2,4,108,111,107,104,-11,110
O=C(Nc1cccc(C(F)(F)F)c1)C1CCCN(c2ncccn2)C1 (stereo unspecified),5,10,100,98,97,102,6,97
Cc1cc(C(F)(F)F)nc(NCc2ccc(F)cc2)n1,0,4,110,106,102,96,1,107
O=C(NC1CCCC1)C(c1ccc(F)cc1)N(Cc1ccc(F)cc1)C(=O)c1ccn[nH]1 (stereo unspecified),5,0,83[may fluoresce red and violet],?,?,84[may fluoresce red and violet],-4,?
COCCn1c(SC(C)C(=O)NC2CC2)nnc1-c1cccc(C)c1 (stereo unspecified),-8,2,102,100,106,117,-2,101
CCN(CC(=O)Nc1ccccc1C(F)(F)F)C(=O)c1ccccc1Sc1ccccc1C#N,16,-1,94,90,87,84,6,86
COc1cc(/C(=C/c2ccccc2)c2ccccc2)c2c(c1)oc1ccccc12,-1,2,101,102,102,96,2,106
CCCCCn1c(=O)[nH]c2cc(C(=O)NC3CCN(Cc4ccccc4)CC3)ccc2c1=O,-2,-1,107,99,100,107,-5,98
COCC(=O)Nc1cc([N+](=O)[O-])ccc1C,10,9,216*,.,102,92,2,31
Cc1cc(C)nc(NC(=O)c2cccc([N+](=O)[O-])c2C)n1,4,6,94,99,100,94,-2,100
COc1ccccc1C(=O)NCCC(=O)N1CCN(S(=O)(=O)c2cccc(Cl)c2)CC1,-5,3,96,96,96,98,8,99
CCOC(=O)C(NC(=O)c1ccc(OC)cc1)(N1CCOCC1)C(F)(F)F (stereo unspecified),-1,3,104,99,105,102,-1,105
CC(=O)N1N=C(c2ccco2)CC1c1ccc(Cl)o1 (stereo unspecified),3,2,96,99,101,102,4,103
CCCCCCCCCCOC(=O)Cn1c(COc2cccc(C)c2)[n+](C)c2ccccc21,8,-3,110,101,98,94,0,94
Cn1nnnc1SCC(=O)Nc1ccc(Br)cc1Cl,12,-4,104,104,108,104,-4,107
Cc1cccc(CCNC(=O)CCc2nnc(CCc3ccccc3)o2)n1,-2,0,101,101,97,95,2,94
Cc1sc2nc(CSc3nnnn3-c3ccc(Cl)cc3)[nH]c(=O)c2c1C,0,51*,89,99,87,90,-10,102
CCCCn1nc2cc(C(=O)NCC3CC3)ccc2c1OCC,3,3,83,100,105,99,3,87
O=C(CSCc1c(F)cccc1Cl)Nc1ccccc1C(=O)N1CCOCC1,14,-1,96,98,110,96,7,102
CC1CCN(S(=O)(=O)N2CCC(C(=O)NC3CCCC3)CC2)CC1,5,-2,102,94,89,101,2,90
Cc1ccc(C)c(S(=O)(=O)N2CCCC2CNC(=O)C(=O)NCc2ccccc2)c1 (stereo unspecified),8,-2,95,99,107,105,7,109
Cc1ccc2nc(-c3cccc(S(=O)(=O)N4CC(C)OC(C)C4)c3)cn2c1 (stereo unspecified),-4,16,103,97,101,104,3,104
Cc1cccc(N2CCN(CC(=O)Nc3ccc(S(=O)(=O)N4CCOCC4)cc3)CC2)c1C,-5,-3,109,109,106,96,-12,102
Cc1ccc(C(=O)CSc2ncn[nH]2)cc1,-15,0,101,102,101,105,-19,104
Cc1cccc(N2CCN(Cc3ccc([N+](=O)[O-])o3)CC2)c1C,-4,57*,104,104,104,103,5,104
NC(=O)c1ccccc1NC(=O)Nc1cccc(Cl)c1,7,8,106,105,101,105,7,106
COc1cccc(-c2nnc(NC(=O)c3ccc(Cl)s3)o2)c1,2,13,105,95,88,145,15,82
C=CCn1c(-c2ccoc2)n[nH]c1=S,-9,-2,98,98,95,95,-7,99
O=C(C1CC1)N1CCc2cc(Br)cc(S(=O)(=O)NCC3COc4ccccc4O3)c21 (stereo unspecified),1,4,102,104,102,103,-6,107
COc1ccc(-c2nc(CSCC(=O)NCc3ccc4c(c3)OCO4)c(C)o2)cc1OC,1,10,103,100,102,100,3,99
COc1ccc(C2CCCN2CC(O)COc2ccccc2C(C)C)cc1 (stereo unspecified),3,12,107,105,103,96,14,98
CNc1nc(Nc2ccc(C)c(Cl)c2)nc(N)c1[N+](=O)[O-],13,38,87,99,93,81,-3,84
CCC(=O)Nc1cccc(C2=NOC3(C2)C[C@@H](C(N)=O)N(C(=O)C2(C)CC2)C3)c1 (stereo partly specified),-1,-1,91,101,104,107,-3,95
O=C(O)/C(=C\c1cccs1)c1ccccc1,3,0,91,98,88,105,-4,103
CCOC(=O)c1c(C)[nH]c(C)c1S(=O)(=O)N(C)CC(=O)NCc1ccc(F)cc1,12,2,90,99,97,97,-3,100
CCCCN(C)C(=O)C(Cc1ccccc1)NS(=O)(=O)c1ccc2c(c1)CCC(=O)N2 (stereo unspecified),-4,1,109,97,95,102,5,100
COc1ccc(CCn2c(=O)[nH]c3cc(C(=O)NCCN4CCOCC4)ccc3c2=O)cc1OC,-4,3,89,100,88,91,6,101
CSc1ccccc1NC(=O)Nc1cccc(F)c1,-7,46,106,100,98,95,1,96
COC(=O)c1ccc(NC(=O)c2cc[n+](Cc3ccccc3)cc2)cc1,.,.,107,108,109,102,.,111

Additional structures
compound,proCasp7 act,AHR act,MEP2 TOR yeast,RPL19A-GFP yeast,CIT2-GFP yeast,LAP4-GFP MLPCN,procasp3 activ,AGP1-GFP MLPCN
Cn1c(N)c(C(=O)c2cc(-c3ccccc3)nc3ccccc23)c(=O)n(C)c1=O,0,5,94,90,88,91,-7,88
O=C(Cc1n[nH]c(=O)c2ccccc12)NCc1ccccc1,12,1,98,99,100,100,-1,106
CSc1cccc(NS(=O)(=O)c2cccs2)c1,-3,4,106,99,98,114,7,103
C[C@H](CO)N1C[C@H](C)[C@@H](CN(C)S(=O)(=O)c2ccccc2)Oc2ccc(NS(=O)(=O)c3ccccc3)cc2C1=O,12,-2,102,105,90,101,4,100
